Screening data from PubChem.
RTF Ca sens act – cardiac RTF calcium sensitivity activators, primary screen, biochemical, IANBD-TnC fluorescence, EC20 calcium; IANBD-labeled TnC RTF fluorescence at EC20 calcium; 0% EC20 calcium, 100% full calcium; activation, % at 7.2 µM; 340,000 tested, 0.24% active; Troponin I, cardiac muscle (Homo sapiens) + Troponin T, cardiac muscle (Homo sapiens) + …;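 active = activation above the mean over all tested compounds plus 3 SD, cut at about 30% in these data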;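 also: rise in fluorescence read as greater calcium sensitivity of cardiac thin filaments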
SR-BI DiI-HDL act – activators of SR-BI mediated DiI-HDL uptake, primary screen, ldlA[mSR-BI] CHO cells, DiI fluorescence | 320,000 tested, 0.096% active | activation, % at 12.5 µM | AID 504775, 2011 | 3 h; 100 = double the neutral-control signal;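 active = mean replicate activation of at least 60% and every replicate at or above 60%; inconclusive = mean or all-replicate condition met, but not both; inactive = mean below 60% and not all replicates reaching 60%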;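 also: 0% = median plate neutral-control signal and 100% = twice that signal; values of inactives mirror those of a sister screen read the other way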
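Test system: SR-BI-overexpressing, LDLR-lacking CHO cells. Measured by: DiI fluorescence, bottom read. Medium: Ham's F12 with 0.5% BSA, HEPES 25 mM, pH 7.4. Timing: 3 h uptake period with compound, 37 °C.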
Wnt bcat act – Wnt/beta-catenin pathway activators, primary screen, cell-based, plate reader, single point | activation, % at 9.35 µM | Wnt/beta-catenin reporter cell assay, activator | 300,000 tested, 1.2% active; in the data active = activation above about 30%, passing the limit was not always enough; inconclusive = no clear call, values can overlap the other calls;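 also: 0% = neutral control wells and 100% = positive control wells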
CDK5 inh – inhibitors of human CDK5/p35 kinase, primary screen, biochemical, single concentration | Recombinant CDK5/p35, ADP-Glo luminescence, 60 min | inhibition, % at 10 µM | Cyclin-dependent kinase 5 (Homo sapiens) + Cyclin-dependent kinase 5 activator 1 (Homo … | 330,000 tested, 0.01% active;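 active = highest replicate inhibition of at least 50% and at least 75% of replicates reaching 50%; inconclusive = only one of the two criteria met; inactive = both criteria failed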;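 also: plate controls were DMSO neutral control for no effect and GW8510 at 10 µM for full effect; many of its hits are not listed in these tables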
Target sequence (Q00535 whole entry, looked up): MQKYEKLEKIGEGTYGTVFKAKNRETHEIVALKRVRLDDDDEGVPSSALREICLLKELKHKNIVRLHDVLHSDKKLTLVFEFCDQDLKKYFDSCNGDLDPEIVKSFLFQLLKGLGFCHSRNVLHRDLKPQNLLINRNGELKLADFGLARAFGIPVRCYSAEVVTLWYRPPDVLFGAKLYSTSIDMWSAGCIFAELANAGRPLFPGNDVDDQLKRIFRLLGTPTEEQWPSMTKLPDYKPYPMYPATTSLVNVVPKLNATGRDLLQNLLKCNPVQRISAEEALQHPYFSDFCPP
Target sequence (Q15078 whole entry, looked up): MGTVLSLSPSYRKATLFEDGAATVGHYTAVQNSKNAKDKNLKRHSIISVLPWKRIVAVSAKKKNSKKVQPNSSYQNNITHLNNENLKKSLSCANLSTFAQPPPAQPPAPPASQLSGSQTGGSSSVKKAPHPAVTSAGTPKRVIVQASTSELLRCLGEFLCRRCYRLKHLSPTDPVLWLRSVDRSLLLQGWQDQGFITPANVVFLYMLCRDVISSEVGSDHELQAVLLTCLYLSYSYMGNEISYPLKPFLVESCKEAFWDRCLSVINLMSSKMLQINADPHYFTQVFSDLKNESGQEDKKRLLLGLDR
MITF act – activators of MITF-driven TRPM1 promoter reporter, primary screen, cell-based, SK-MEL-5, luciferase, single point | 300,000 tested, 0.75% active | AID 588334, 2011 | activation, % at 12.5 µM | SK-MEL-5 TRPM1-promoter luciferase, 24 h; % of positive control, neutral wells = 0;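 active = mean activation of at least 80% with every replicate also reaching 80%; inconclusive = mean reaches 80% but some replicate falls short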;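 also: 0% = neutral control wells and 100% = parthenolide positive control wells; values of inactives mirror those of a sister screen read the other way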
Rtt109 HAT inh – inhibitors of C. albicans Rtt109/Vps75 HAT, primary screen, biochemical, ThioGlo CoA-SH fluorescence, plate reader. Histone acetyltransferase RTT109 (Candida albicans (strain SC5314 / ATCC MYA-2876)), …. purified Rtt109/Vps75, 4 h. inhibition, % at 34.9 µM. 330,000 tested, 0.16% active. AID 540336, 2011;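 active = inhibition of at least 50% in every replicate; inconclusive = best replicate reaches 50% inhibition but some replicates fall short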
PvdQ acylase – P. aeruginosa PvdQ acylase inhibitors, primary screen, biochemical, fluorescence, plate reader and imaging, single point | PvdQ acylase [Pseudomonas aeruginosa LESB58] | purified PvdQ acylase | inhibition, % at 10 µM | 340,000 tested, 0.063% active | AID 488965, 2010; in the data active = inhibition above about 30%, passing the limit was not always enough; inconclusive = no clear call, values can overlap the other calls;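 also: 0% = vehicle neutral wells and 100% = reference inhibitor wells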
dFosB activator – activators of delta FosB homodimer, primary screen, biochemical, fluorescence polarization, TAMRA-CDK5 oligo, single point. activation, % at 25 µM. 340,000 tested, 0.99% active. Protein FosB (Mus musculus), P13346. AID 493131, 2011. purified delta FosB; percent of positive-control signal above neutral wells;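 active = mean activation above about 17%, with every replicate also reaching it, limit read from the data, passing the limit was not always enough; inconclusive = only one of the two conditions met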;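 also: fluorescence polarization rise as delta FosB binds a TAMRA Cdk5 AP-1 oligo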
SR-BI DiI inh – inhibitors of SR-BI mediated HDL lipid uptake, primary screen, ldlA[mSR-BI] cells, fluorescence, single point | ldlA[mSR-BI] CHO cells, DiI-HDL uptake fluorescence, 3 h | inhibition, % at 12.5 µM | 320,000 tested, 0.96% active | AID 488896, 2010;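 active = mean replicate inhibition of at least 70% and a set share of replicates each scoring 70 or more; inconclusive = meets just one of the two criteria; inactive = fails both criteria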;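 also: 0% = median of neutral control wells and 100% = median of positive control wells; values of inactives mirror those of a sister screen read the other way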
HTR5A ag ctr – HTR5A agonists in luminescence cell assay, primary screen, counter-screen for OPRM1-OPRD1 heterodimer agonist project, full-deck HTS | 5-hydroxytryptamine receptor 5A (Homo sapiens), P47898 | AID 504692, 2011 | cell-based | 340,000 tested, 0.61% active | activation, % at 9.3 µM; in the data active = activation mostly above about 9.5%, no sharp cut-off; inactive = mostly below about 7.6%;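 also: 0% = cells with vehicle only and 100% = reference agonist; strong numbers were not always called active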
Target sequence (P47898 whole entry, looked up): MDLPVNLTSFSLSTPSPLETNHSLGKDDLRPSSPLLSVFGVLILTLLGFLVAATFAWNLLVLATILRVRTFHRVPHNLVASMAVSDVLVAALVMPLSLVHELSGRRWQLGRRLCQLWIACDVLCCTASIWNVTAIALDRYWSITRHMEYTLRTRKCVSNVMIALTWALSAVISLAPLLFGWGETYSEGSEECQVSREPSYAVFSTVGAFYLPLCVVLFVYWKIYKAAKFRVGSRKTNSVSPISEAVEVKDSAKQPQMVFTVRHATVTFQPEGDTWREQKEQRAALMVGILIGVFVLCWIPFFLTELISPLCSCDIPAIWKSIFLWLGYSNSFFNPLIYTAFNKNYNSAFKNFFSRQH
* hit, by the source's call; ? = inconclusive; . = not tested or not shown.

Structure	RTF Ca sens act	SR-BI DiI-HDL act	Wnt bcat act	CDK5 inh	MITF act	Rtt109 HAT inh	PvdQ acylase	dFosB activator	SR-BI DiI inh	HTR5A ag ctr
CCOC(=O)c1ccc(-n2c(O)c(/C=N/NC(=O)C3COc4ccccc4O3)c3ccccc3c2=O)cc1 (configuration not stated)	-16	17	0	-0.4	-7	6	-11	1	-17	1
COc1ccccc1Oc1c(C)oc2c(CN3CCOCC3)c(O)ccc2c1=O	-2	.	-1	-5.7	4	-25	-19	-5	.	3
COc1cc(C(C[N+](=O)[O-])c2c(N)n(C)c(=O)n(C)c2=O)ccc1O (configuration not stated)	7	8	1	0.7	-7	9	1	6	-8	-8
CCOc1ccc(C2=Nc3ccc(Br)cc3C(c3ccc(N4CCOCC4)cc3)=NN2)cc1	6	-28	6	-3.2	68	-3	-15	-8	28	4
C[C@@H](NC(=O)c1nc[nH]c1C(=O)N(C)Cc1ccccc1)c1ccccc1	11	17	8	2.0	-9	-2	-18	-2	-17	0
O=C(CCc1nc2ccccc2c(=O)[nH]1)Nc1ccc(Cl)c(Cl)c1	0	12	-3	-1.0	-7	-2	8	8	-12	4
COC(=O)N[C@@H]1C[C@H]2[C@@H]3CC[C@H]4C[C@@H](OC)CC[C@]4(C)[C@H]3CC[C@@]12C	-3	12	2	-1.0	-13	10	-5	-9	-12	3
O=C1Nc2ccccc2/C1=N\N=C\C1=C(N2CCOCC2)C(=C\c2ccccc2)/CC1	-4	-128	.	6.7	-21	2	-7	0	128*	1
COc1ccc(C2CC(C(F)(F)F)n3ncc(C(=O)Nc4c(C)n(C)n(-c5ccccc5)c4=O)c3N2)cc1 (configuration not stated)	-2	6	-4	0.7	-6	12	-6	-6	-6	-2
N/C(Cc1ccc([N+](=O)[O-])cc1)=N\OC(=O)c1ccccc1Br	8	-10	5	0.1	2	2	-8	2	10	9
Cc1ccc(Cl)cc1N1CCN(S(=O)(=O)c2ccc3[nH]c(=O)c(=O)[nH]c3c2)CC1	1	13	-1	1.9	-17	15	19	6	-13	7
COCc1nnc(NC(=O)c2sc3ccccc3c2Cl)s1	-1	6	?	-0.1	.	9	-10	-5	-6	-2
CCN1C[C@@H]2[C@@H]3C(=O)N(Cc4ccccc4)C(=O)[C@@H]3[C@](Cc3ccccc3)(C1=O)N2C(=O)c1ccc(C(F)(F)F)cc1	2	14	4	0.7	-2	0	-9	-3	-14	3
Cc1ccc(C(=O)CSc2ccc(-c3ccccc3)nn2)cc1	-6	-5	0	-0.1	13	-1	10	-9	5	2
Cc1ccc(N(CC(=O)NC2CCCCC2)C(=O)CCC(=O)Nc2nccs2)cc1	1	-7	-3	1.0	-4	-7	-15	1	7	2
COC(=O)c1cc(NC(=O)c2cc3ccccc3o2)cc(C(=O)OC)c1	-3	-47	1	2.1	-7	-10	1	-23	47	-2
Brc1ccc2ncnc(NCc3cccnc3)c2c1	4	12	-4	-0.7	1	-6	9	-13	-12	4
CCCCNC(=O)c1ccc2c(OCC)n(CCCC)nc2c1	-1	-30	-3	0.2	-1	-3	-4	-7	30	6
Cc1ccc(-n2c(O)c(C=NCc3ccccn3)c3ccccc3c2=O)cc1	-9	-12	61*	0.4	5	-6	0	26*	12	-4
COC(=O)[C@]1(C)N[C@H](c2ccc(-c3cccc(Cl)c3)c(OC)c2)[C@@H]2C(=O)N(C)C(=O)[C@@H]21	2	8	-3	0.4	4	18	-8	1	-8	0
COc1ccc2cc(CN(Cc3cccnc3)S(=O)(=O)c3ccccc3)c(=O)[nH]c2c1	6	18	-3	-0.3	-8	-13	-18	-8	-18	0
CCCCn1c2c(cc(C(=O)OC)c1=O)C(=O)CCC2	-1	-16	1	0.9	-2	-9	-15	0	16	-2
CCOc1ccc(CN2CCNC(=O)C2CC(=O)NCc2csc(C)n2)cc1 (configuration not stated)	1	4	0	1.2	13	-5	-8	-11	-4	-6
C#CCCCc1nc2ccccc2c(=O)n1N	-4	2	-2	0.7	6	11	-2	5	-2	4
COc1cccc(-c2cnc(OC(C)(C)C)nc2OC(C)(C)C)c1	14	24	-3	0.3	.	1	-6	-1	-24	0
CCn1c(SCC(=O)N/N=C/C=C/c2ccco2)nnc1-c1ccccc1	5	-13	2	-1.6	3	-4	6	-10	13	5
COc1ccc([N+](=O)[O-])cc1N(CC(O)CN1C(=O)NC(C)(C)C1=O)S(=O)(=O)c1ccccc1 (configuration not stated)	3	.	0	-1.0	-3	-1	-5	-4	.	-6
O=C(CCc1ccccc1)N1CCN(c2ccc(Cl)cc2)CC1	2	.	2	0.7	7	.	-14	-4	.	-11
Oc1ccc2ccccc2c1CN1CCCCC1	1	-5	1	-0.9	-3	5	-10	4	5	4
CCOc1ccc2nc(NC(=O)C3(C)CC3(Br)Br)sc2c1 (configuration not stated)	-4	-16	17	-0.2	.	-6	-11	-3	16	0
COc1ccc(-n2c(SCc3cn4c(C)cccc4n3)nc3ccccc3c2=O)cc1OC	-1	-1	-1	-3.7	9	8	-18	-15	1	-5
CC(=NNc1nc2ccccc2o1)c1ncccn1	1	-36	-1	0.5	-36	3	-1	-10	36	5
Cc1ccc(-n2nc3c(c2NC(=O)c2ccc(F)c(F)c2)CS(=O)(=O)C3)cc1	0	1	0	-7.2	-9	0	-6	-4	-1	1
Fc1cccc(NC(=S)NCc2ccccc2Cl)c1	-6	-15	-2	-0.7	21	8	-4	-6	15	6
COc1ccc(CN2CCCC(C(=O)c3cccc(C(F)(F)F)c3)C2)cc1O (configuration not stated)	0	11	-1	-1.1	-1	.	5	-10	-11	-3
NC(=O)c1ccccc1OCC(=O)Nc1ccc(Cl)c(Cl)c1	2	0	40*	1.1	64	2	-15	-2	0	2
O=C(COC(=O)c1cc(=O)[nH]c2ccccc12)NCc1ccc(Cl)cc1	3	-15	5	2.3	8	-2	-21	57*	15	-1
O=C(NCCC(=O)N(Cc1ccco1)Cc1cccs1)c1ccccc1Cl	0	-2	-3	-0.8	.	2	0	1	2	-1
CCOCCn1c(C(C)O)nc2ccccc21 (configuration not stated)	5	29	2	1.4	-4	-3	-13	-9	32	2
COc1ccc(NC(=O)/C=C/c2cccc(C(F)(F)F)c2)cn1	1	.	-3	-0.8	3	-4	5	-17	.	6
CCC(=O)n1nc(-c2ccc(Cl)cc2)nc1NCc1ccccc1	3	1	13	-0.1	27	7	-18	5	-1	-6
COC(=O)CN1C(=O)[C@H]2[C@@H](/C=C/c3ccccc3)N3C(=O)CN(CCO)C(=O)[C@@]3(Cc3ccccc3)[C@H]2C1=O	3	14	0	-0.5	-5	3	3	3	-14	-2
COc1cccc(/C=N/NC(=O)C(=O)N/N=C/c2cccc(OC)c2OC)c1OC	3	-57	-2	-0.2	-1	2	2	5	57	0
CCOC(=O)N1CCN(C(=O)CN(C2CCCCC2)S(=O)(=O)c2ccc(F)cc2)CC1	7	-6	1	1.5	-9	-9	-14	-4	6	-3
CN(CC(=O)Nc1cccc2ccccc12)c1ccc(S(=O)(=O)N2CCOCC2)cn1	0	0	.	0.2	1	12	21	-6	0	6
Oc1ccc(/C=N/Nc2cc(N3CCOCC3)nc(N3CCOCC3)n2)cc1O	-1	-1	-4	0.7	19	12	-5	-7	1	-2
CC(=O)c1c(C)nc(-c2cccc([N+](=O)[O-])c2)n1O	3	34	-1	1.1	5	-3	-12	-2	-34	-6
CC(=O)OC[C@H]1O[C@@H](O[C@H]2C[C@]3(C)C(C[C@@H](O)C4C([C@]5(C)CC[C@@H](C(C)(C)O)O5)CC[C@]43C)[C@@]3(C)CC[C@H](O)C(C)(C)C23)[C@H](O[C@@H]2O[C@@H](C)[C@H](O)[C@@H](O)[C@H]2O)[C@@H](O)[C@@H]1O (some centres not stated)	-2	21	-2	1.7	4	-2	-14	-10	-21	3
Cc1ccc(NC(=O)CN2C(=O)NC(C)(C3CC3)C2=O)c(C)c1 (configuration not stated)	2	0	-1	0.3	-4	-2	-8	-12	0	-1
Cc1nnsc1SCC(=O)O	1	-10	1	-1.1	1	-4	4	-2	10	11
CC1CCc2c(sc3ncnc(NCc4cccnc4)c23)C1 (configuration not stated)	-5	-22	4	2.1	16	8	1	0	22	-3
C/C(CC(=O)NC1CCCCC1)=N\NC(=O)c1ccccc1C	5	.	5	-2.4	.	-6	-15	-4	.	-2
CC(C)NC(=O)NC(=O)COC(=O)c1ccc(OC(F)(F)F)cc1	-1	12	.	0.8	8	5	12	-1	-12	-1
CCOC(=O)C1=C(O)/C(=C/c2ccc(OCC(=O)O)c(OC)c2)SC1=Nc1ccc(OCC)cc1	0	6	-7	1.8	2	7	-2	-4	-6	6
CC(C)CCNC(=O)C1(O)c2ccccc2NC(=O)N1c1ccc(Cl)cc1 (configuration not stated)	-4	9	0	-0.8	12	1	-5	0	-9	6
COc1ccccc1N1CCN(Cc2ccco2)CC1	-1	6	4	1.9	.	-4	-14	2	-6	2
O=C(CSc1ccc(-c2ccncc2)nn1)N1CCCC1	-2	.	-3	-1.8	-12	-19	-11	-10	.	0
COc1ccc(NS(=O)(=O)c2cc(NC(=O)C3=NN(c4ccccc4)C(=O)CC3)ccc2C)cc1	-4	-38	0	0.5	1	30	0	-9	38	3
COc1ccc2nc(NCCO)[nH]c2c1	-3	3	.	-0.3	-1	-1	-4	-1	-3	1
COc1ccc(N2C(=O)C3C(c4ccc(OC)cc4O)NC(Cc4ccccc4)(C(=O)O)C3C2=O)cc1 (configuration not stated)	-3	15	-2	-1.1	8	2	-5	5	-15	-1
